Screening results as filed in PubChem.
AMA1 RON2 block = disrupts binding of P. falciparum AMA1 to RON2 | 360,000 tested, 0.2% active | AlphaScreen AMA1-biotinylated RON2 peptide binding | Potency, µM (doses to about 58.2 µM), without a hit: at the highest dose activity change, negative = inhibition, actives largely listed as inhibitors;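 note: potency is the fitted concentration of half-maximal effect; 0% = vehicle wells and -100% = peptide control; nearly all actives have a fitted effect of over 45% in size; some results filed as inactive show a strong effect at the top dose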
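AMA1 (3D7) with his tag at 25 nM final met compounds first, then biotinylated RON2 peptide at 25 nM; detection used donor plus acceptor beads, 10 µg/mL apiece, read by AlphaScreen after 30 min at room temperature.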
AmpC inh no detg = inhibitors of E. coli AmpC beta-lactamase without detergent. P00811. AmpC nitrocefin hydrolysis, absorbance 480 nm, 0.0001% Triton. Potency, µM (highest dose often 57.1 µM), without a hit: at the highest dose activity change, negative = inhibition, hits mostly inhibitors. 330,000 tested, 0.52% active;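 note: potency is the fitted concentration of half-maximal effect; plate controls were no compound for no effect and no enzyme for full effect; nearly all actives have a fitted effect of over 20% in size; some results filed as inactive show a strong effect at the top dose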
Target sequence (P00811 whole entry, looked up): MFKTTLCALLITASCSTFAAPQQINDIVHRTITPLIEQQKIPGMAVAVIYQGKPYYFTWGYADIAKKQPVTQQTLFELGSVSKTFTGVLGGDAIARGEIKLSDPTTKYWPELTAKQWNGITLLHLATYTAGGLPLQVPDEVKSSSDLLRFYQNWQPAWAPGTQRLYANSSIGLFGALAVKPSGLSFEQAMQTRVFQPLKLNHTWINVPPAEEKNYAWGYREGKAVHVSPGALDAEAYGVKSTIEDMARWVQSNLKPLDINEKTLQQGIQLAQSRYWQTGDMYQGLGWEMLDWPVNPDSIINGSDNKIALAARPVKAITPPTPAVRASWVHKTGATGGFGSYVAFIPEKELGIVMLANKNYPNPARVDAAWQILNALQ
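20 mM phosphate pH 7.0 + 0.01% (detergent screen) or 0.0001% Triton X-100; 5.3 nM AmpC reagent; cpd preinc 15 min RT; nitrocefin (800 uM stock) to start; A480 q20 s × 4 min; Activity was normalised to no-enzyme and no-compound control wells.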
LmPK inh = inhibitors of Leishmania mexicana pyruvate kinase; Potency, µM (doses to about 57.5 µM), for inactives: at the highest dose activity change, negative = inhibition, most hits filed as inhibitors; 290,000 tested, 0.37% active; AID 1721; Q27686; purified LmPK, Kinase-Glo ATP luminescence, 1 h; note: potency is the fitted concentration of half-maximal effect
Target sequence (Q27686 whole entry, looked up): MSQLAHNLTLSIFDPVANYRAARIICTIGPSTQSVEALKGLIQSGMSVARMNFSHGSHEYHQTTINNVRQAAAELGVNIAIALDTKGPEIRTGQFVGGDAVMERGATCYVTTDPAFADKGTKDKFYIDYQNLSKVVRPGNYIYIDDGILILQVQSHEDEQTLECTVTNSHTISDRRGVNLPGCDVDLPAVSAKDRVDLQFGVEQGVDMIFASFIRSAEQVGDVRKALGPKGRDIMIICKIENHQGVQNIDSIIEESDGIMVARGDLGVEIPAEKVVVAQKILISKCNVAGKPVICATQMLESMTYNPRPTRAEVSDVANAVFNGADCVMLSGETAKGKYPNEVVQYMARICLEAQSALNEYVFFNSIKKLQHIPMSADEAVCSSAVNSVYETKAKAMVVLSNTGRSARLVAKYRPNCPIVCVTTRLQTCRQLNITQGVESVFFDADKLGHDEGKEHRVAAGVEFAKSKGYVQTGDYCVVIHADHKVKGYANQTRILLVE
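Purified LmPK (0.1 nM) converted ADP (0.1 mM) to ATP with PEP (0.5 mM) in imidazole buffer pH 7.2 with KCl and MgCl2, 1 h at room temperature. ATP was read by Kinase-Glo luminescence; data normalized to uninhibited and no-enzyme controls.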
AmpC detergent = inhibitors of E. coli AmpC beta-lactamase with detergent; AmpC hydrolysis of nitrocefin, absorbance 480 nm, 0.01% Triton; Potency, µM (titrated, usually from 114 µM), for inactives: at the top dose activity change, negative = inhibition, most hits filed as inhibitors; 370,000 tested, 0.041% active;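 note: potency is the fitted concentration of half-maximal effect; 0% = no-compound wells and -100% = no-enzyme wells; nearly all actives have a fitted effect of over 25% in size; some results filed as inactive show a strong effect at the top dose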
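AmpC (5.3 nM in the dispensed reagent) in 20 mM phosphate pH 7.0 with 0.01% (detergent screen) or 0.0001% Triton X-100 was preincubated with compounds for 15 min at room temperature. Nitrocefin was then added from an 800 uM solution, and hydrolysis was followed at 480 nm.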
HCMV antiviral = human cytomegalovirus inhibition; AID 1259415; 410,000 tested, 4.5% active; activity change, negative = inhibition, % at 57.5 µM; HFF cells, HCMV-luciferase reporter, 72 h; hits give low values; in the data active = activity change below about -60%; inconclusive = no clear call, values can overlap the other calls; inactive = above about -39%
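Cell-based, HFFs, 1000 cells/well, 16 h 37C; cpds in DMSO + HCMV-luc, MOI 1 PFU/cell; 72 h 37C; OneGlo luminescence after 5 min RT; norm. to buffer vs Salinomycin 10uM.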
Tb PYK inh = blocks Trypanosoma brucei pyruvate kinase; Q57TT1; TbPYK enzyme, Kinase-Glo Plus ATP luminescence, 45 min; Potency, µM (titrated, usually from 76.8 µM), inactives show top-dose activity, negative = inhibition, most hits filed as inhibitors; 410,000 tested, 0.12% active; AID 624173; note: potency is the fitted concentration of half-maximal effect; nearly all actives have a fitted effect of over 50% in size
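Activity of T. brucei pyruvate kinase was followed by Kinase-Glo Plus luminescence after the enzyme reacted 45 min at room temperature with 130 uM ADP (final) and substrate. Test compounds were added before ADP at multiple concentrations.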
Sm TGR block = inhibitors of Schistosoma mansoni thioredoxin glutathione reductase. AID 485364. purified TGR, DTNB reduction, TNB absorbance 405 nm. Potency, µM (series often up to 114 µM), without a hit: at the top dose activity change, negative = inhibition, usual class: inhibitors. 360,000 tested, 3% active; note: potency is the fitted concentration of half-maximal effect; nearly all actives have a fitted effect of over 60% in size
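TGR 20 nM + NADPH 100 uM (dispensed conc.), cpd preinc 15 min RT; start with NADPH (500 uM addition) then DTNB (15 mM addition). Kinetic TNB absorbance, 405 nm filter. Four-parameter Hill fit across titration.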
Starred values were filed as active, the others as inactive; ? = inconclusive; nt = no result given; & = joins results of further samples; [ ] = another dose, or the depositor's remark. Unless noted, calls come from the whole dose curve; as a rule, active = well fitted curve in the direction sought with a large enough effect; inconclusive = small, poorly fitted or top-dose-only effect, or another doubt; inactive = no such curve, though single readings can be large; an effect the other way counts as inactive or inconclusive. Unless noted, % is set by controls: 0 for no effect and ±100 for the full control effect.

Keys – A = AMA1 RON2 block; B = AmpC inh no detg; C = LmPK inh; D = AmpC detergent; E = HCMV antiviral; F = Tb PYK inh; G = Sm TGR block
> Cc1ccc(-n2c(Cc3ccccc3)nnc2SCc2nc(-c3cccs3)no2)cc1C
  A: nt | B: nt | C: nt | D: 12% | E: -6 | F: -1% | G: -2%

> COc1ccc2c(c1)CCc1c-2nc2ccccc2c1N1CCOCC1
  A: 9% | B: 11% | C: -2% | D: -12% | E: 22 | F: -3% | G: 40µM*

> O=C(Nc1ccc(Oc2ccccc2)nc1)C1CCCCN1Cc1cccc(O)c1 (stereo not given)
  A: 4% | B: -23% | C: -2% | D: 1% | E: 11 | F: -8% | G: 5%

> O=C(CNC(=O)N1CC(=O)Nc2ccccc21)Nc1nccs1
  A: 33%[activator] | B: -10% | C: -4% | D: -1% | E: 26 | F: 5% | G: -11%

> COC(=O)CSc1nnc2c3c4c(sc3nc(-n3nc(C)cc3C)n12)COC(C)(C)C4
  A: 6% | B: 68%[activator] | C: 2% | D: -5% | E: 36 | F: -1% | G: -1%

> CN(C)c1cccc(C(=O)N/N=C/c2ccccc2F)c1
  A: -8% | B: -42% | C: -19% | D: 2% | E: 111 | F: -6% | G: 0%

> Cc1ccc(CN(C(=O)COc2cc(C)c(Cl)c(C)c2)c2ccccn2)o1
  A: nt | B: nt | C: nt | D: 0% | E: 4 | F: -8% | G: -16%

> COc1cccc(NS(=O)(=O)c2c(C)cc(C)cc2C)c1
  A: -4% | B: -5% | C: 4% | D: -4% | E: -30 | F: ? | G: 6%

> COc1ccc(NC(=O)CSc2nnnn2C)c([N+](=O)[O-])c1
  A: 7% | B: -10% | C: -1% | D: 2% | E: -22 | F: -5% | G: -2%

> COc1ccc(CCNC(=O)CCn2c(=O)c3ccccc3n(Cc3ccccc3F)c2=O)cc1OC
  A: nt | B: nt | C: nt | D: 1% | E: -1 | F: 6% | G: -6%

More entries.
Keys – A = AMA1 RON2 block; B = AmpC inh no detg; C = LmPK inh; D = AmpC detergent; E = HCMV antiviral; F = Tb PYK inh; G = Sm TGR block
> O=C(Nc1ccccc1)C1CC(=O)n2c(nc3ccccc32)N1 (stereo not given)
  A: -17% | B: -29% | C: -5% | D: -4% | E: -22 | F: 3% | G: 3%

> Cc1ccc(CNC(=O)/C(C#N)=C/c2ccc(C)s2)cc1
  A: 7% | B: -21% | C: 6% | D: 0% | E: 3 | F: 7% | G: 5%

> Cc1cc(NC(=O)CSc2nc3ccccc3[nH]2)n(-c2ccccc2)n1
  A: -10% | B: -16% | C: 3% | D: -6% | E: 47 | F: -1% | G: -2%

> CCN(CC)S(=O)(=O)c1ccc2c(c1)c(=O)c(C(=O)NCc1ccccc1OC)cn2C
  A: nt | B: nt | C: nt | D: 1% | E: ? | F: 0% | G: 0%

> CC(=O)NCCc1nc2ccccc2n1Cc1ccc(Cl)cc1
  A: -9% | B: 80%[activator] | C: 0% | D: 1% | E: -8 | F: 2% | G: -7%

> CCN(CC)c1cc2c(cc1F)c(=O)c(S(=O)(=O)c1cc(C)ccc1C)cn2Cc1ccccc1
  A: nt | B: nt | C: nt | D: 3% | E: ? | F: -5% | G: 7%

> CCS(=O)(=O)N1Cc2ccccc2CC1C(=O)Nc1cc(S(C)(=O)=O)ccc1Cl (stereo not given)
  A: 3% | B: -27% | C: -3% | D: 2% | E: nt | F: 2% | G: -8%

> O=C1NCCN(CC2CCN(CCc3ccccc3)CC2)C1=O
  A: 4% | B: nt | C: nt | D: nt | E: -6 | F: 1% | G: nt

> CC(NS(=O)(=O)c1cn(C)c(=O)n(C)c1=O)c1ccccc1 (stereo not given)
  A: 1% | B: -15% | C: 0% | D: 3% | E: -3 | F: 0% | G: 4%

> CCCN1CCN(C(=O)C2CCN(S(=O)(=O)c3ccc4c(c3)oc(=O)n4C)CC2)CC1
  A: 4% | B: -13% | C: 0% | D: -15% | E: -11 | F: 3% | G: 3%

Next part.
Keys – A = AMA1 RON2 block; B = AmpC inh no detg; C = LmPK inh; D = AmpC detergent; E = HCMV antiviral; F = Tb PYK inh; G = Sm TGR block
> CC(C)=CC1C(C(=O)NCCOc2ccccc2)C1(C)C (stereo not given)
  A: 8% | B: -2% | C: 6% | D: ? | E: -14 | F: 0% | G: -23%

> Cc1ccc(S(=O)(=O)NCC2CCC(C(=O)NCCCN3CCC(C)CC3)CC2)cc1 (stereo not given)
  A: 11% | B: nt | C: nt | D: nt | E: -28 | F: 3% | G: nt

> CC(=O)Nc1ccc(S(=O)(=O)NCCC(=O)NCCCc2ccccc2)cc1
  A: -3% | B: -40% | C: nt | D: 0% | E: -23 | F: 0% | G: -5%

> COCCN(C(=O)c1cc(-c2ccccc2Cl)nc2ccccc12)c1c(N)n(CC(C)C)c(=O)[nH]c1=O
  A: 6% | B: nt | C: nt | D: nt | E: -22 | F: -6% | G: nt

> COc1cccc(C(=O)N(Cc2cccc(F)c2)C2CCS(=O)(=O)C2)c1 (stereo not given)
  A: nt | B: nt | C: nt | D: 4% | E: 15 | F: 0% | G: 13%

> CCOC(=O)NC1(C(F)(F)F)C(=O)NC(C)=C1C#N (stereo not given)
  A: 0% | B: -4% | C: -1% | D: ? | E: 17 | F: -14% | G: 3%

> Cc1cc(C)n(CC(=O)NNC(=O)COc2ccc(Br)cc2F)n1
  A: 117%[activator][11.6 µM] | B: -16% | C: nt | D: nt | E: -3 | F: 0% | G: nt

> CCCC(=O)Nc1ccc(NC(=O)c2ccccc2)nc1
  A: -5% | B: -1% | C: ? | D: ? | E: 29 | F: -10% | G: -1%

> CCOc1ccc(NC(=O)CSc2ncn[nH]2)cc1
  A: 9% | B: -10% | C: -13% | D: 0%&-8% | E: 37&12 | F: -2%&-5% | G: 4%&1%

> CN(C)c1ccc(-c2ccnc3c2CC(C)(C(=O)Nc2ccccc2)O3)cc1 (stereo not given)
  A: -2% | B: nt | C: nt | D: nt | E: -1 | F: 4% | G: nt

Carrying on:
Keys – A = AMA1 RON2 block; B = AmpC inh no detg; C = LmPK inh; D = AmpC detergent; E = HCMV antiviral; F = Tb PYK inh; G = Sm TGR block
> COc1ccc(N2C(=O)CC(c3ccccc3)CC2=O)cc1
  A: -4% | B: 1% | C: nt | D: 1% | E: ? | F: 3% | G: 5%

> CC1(C)C(O)=C(c2nc3ccccc3[nH]2)C(=N)N1c1ccccc1
  A: 96%[activator] | B: 0% | C: 0% | D: 1% | E: -2 | F: -3% | G: 7%

> N#Cc1c(N)nc2c(c1-c1ccncc1)CCCC2
  A: 25% | B: -15% | C: 0% | D: 3% | E: 17 | F: -2% | G: 1%

> CCN1CCN(CCCNC(=O)c2cnn(-c3ccc(C)cc3C)c2C2CCN(C(=O)OC(C)(C)C)CC2)CC1
  A: nt | B: nt | C: nt | D: 21% | E: -13 | F: 0% | G: 7%

> COc1ccccc1-c1cc(-c2ccccc2)nc(SCC(=O)O)c1C#N
  A: 0% | B: -22% | C: -8% | D: -5% | E: 1 | F: -17% | G: 0%

> Nc1nnc(SCC(=O)Nc2nnc(-c3ccccc3)o2)s1
  A: -6% | B: -21% | C: nt | D: -3% | E: 5 | F: 4% | G: 1%

> N#C/C(=C\c1ccc(-c2cccc([N+](=O)[O-])c2)o1)C(=O)N1CCOCC1
  A: ? | B: -8% | C: 9% | D: 3% | E: -14 | F: -1% | G: -1%

> CCOC(=O)c1[nH]c(C)c(C(=O)OCc2ccc(C)cc2)c1C
  A: -11% | B: -15% | C: -1% | D: -5% | E: -2 | F: 1% | G: -1%

> COCCn1c(-c2ccc(OC)cc2)cnc1N
  A: 22% | B: 8% | C: -2% | D: -7% | E: -20 | F: 3% | G: ?

> O=C(CN(C(=O)c1csnn1)c1cccc(C(F)(F)F)c1)NC1CCCC1
  A: -13% | B: 4% | C: -3% | D: -11% | E: 19 | F: 0% | G: 2%

Other structures:
Keys – A = AMA1 RON2 block; B = AmpC inh no detg; C = LmPK inh; D = AmpC detergent; E = HCMV antiviral; F = Tb PYK inh; G = Sm TGR block
> CCOc1ccccc1NC(=S)Nc1ccc(S(N)(=O)=O)cc1
  A: 15% | B: -17% | C: 1% | D: 0% | E: -24 | F: 2% | G: 14µM*

> CC(=O)c1cn(CC(=O)NCCc2c[nH]c3ccccc23)c2ccccc12
  A: -1% | B: 3% | C: -3% | D: ? | E: -38 | F: 6% | G: -9%

> CN1C(=O)C(=Cc2ccc(N3CCOCC3)o2)C(=O)N(C)C1=O
  A: -3% | B: -45% | C: -7% | D: 7% | E: -20 | F: -1% | G: ?

> C[C@H]1CN([C@@H](C)CO)C(=O)CCCn2nncc2CO[C@H]1CN(C)S(=O)(=O)c1ccc(Cl)cc1
  A: -1% | B: nt | C: nt | D: nt | E: 2 | F: 2% | G: nt

> Cc1ccc(-c2ccc(CN3C(C)C(=O)N(Cc4cn(CCC5OCCO5)nn4)CCS3(=O)=O)cc2)cc1 (stereo not given)
  A: 13% | B: nt | C: nt | D: nt | E: 47 | F: -2% | G: nt

> CC(=O)N1CCc2c(sc3nc(SCC(C)C)n(-c4ccc(F)c(Cl)c4)c(=O)c23)C1
  A: nt | B: nt | C: nt | D: 13% | E: -25 | F: -3% | G: 19%

> CCc1ccccc1NC(=O)NC1CC2CCC(C1)N2Cc1cccs1 (stereo not given)
  A: 15% | B: -16% | C: 3% | D: 10% | E: -10 | F: -7% | G: 13%

> CCCCC(=O)N/N=C/c1c(O)n(-c2cccc3ccccc23)c(=O)[nH]c1=O
  A: 54%[activator] | B: -27% | C: 2% | D: 6% | E: ? | F: -1% | G: -19%

> O=C(CCCOc1ccc(Cl)cc1Cl)Nc1cc(S(=O)(=O)N2CCOCC2)ccc1N1CCOCC1
  A: -3%[11.6 µM] | B: nt | C: nt | D: nt | E: -2 | F: 4% | G: nt

> Cc1ccc2c(c1)C(c1ccccc1)N(C(=O)c1ccc(OC(C)C)cc1)CC(=O)N2 (stereo not given)
  A: nt | B: nt | C: nt | D: -3% | E: 15 | F: -2% | G: 1%
